Autofluor 339 – intrinsic fluorescence of library compounds, ex339/em460 – biochemical, MLSMR library, data from DPM-DC assay, artefact control, profiling panel | compound autofluorescence, ex339/em460 nm, NADH buffer; active compounds read high; 1 = no-compound wells, NADH background | fluorescence fold increase at 10 µM | 65,000 tested, 5.5% active;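 active = at 10 µM, mean starting fluorescence two-fold or more over control wells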;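 note: signal is the first read of a kinetic run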
Abs 340nm – compound light absorbance at 340 nm, profiling panel, artefact control, biochemical, MLSMR library, data from PS, PMK, MK assays; fold change at 10 µM; compound absorbance at 340 nm, fold over control; 65,000 tested, under 10 active;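 active = at 10 µM dose, initial 340 nm absorbance at least 2 fold that of control wells; inactive = change under 2 fold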;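 note: initial absorbance extrapolated from kinetic A340 decline of NADH oxidation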
RORA act – activators of orphan receptor RORA, primary screen, cell-based, luminescence | Nuclear receptor ROR-alpha (Homo sapiens), P35398 | activation, % at 10 µM | CHO-K1 Gal4-RORA LBD luciferase reporter; percent increase over mock-subtracted basal signal | 65,000 tested, 1.5% active;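 active = activation above the mean of all tested compounds plus 3 SD, cut at about 49% in these data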;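 note: 0% = DMSO-treated RORA cells and 100% = added signal equal to DMSO minus mock-transfected cells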
5HT1a ag – human 5-HT1a receptor agonists, primary screen, cell-based, CHO, Ga15 NFAT-bla reporter; CHO 5-HT1a Ga15 NFAT-bla reporter, FRET ratio; 0% basal, 100% maximal reference agonist; activation, % at 10 µM; 65,000 tested, 0.56% active; AID 567, 2006;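 active = activation above the screen-wide mean activation plus 3 SD, cut at about 19% in these data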;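 note: 0% = DMSO wells and 100% = 5-CT at EC100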
Target sequence (P08908 whole entry, looked up): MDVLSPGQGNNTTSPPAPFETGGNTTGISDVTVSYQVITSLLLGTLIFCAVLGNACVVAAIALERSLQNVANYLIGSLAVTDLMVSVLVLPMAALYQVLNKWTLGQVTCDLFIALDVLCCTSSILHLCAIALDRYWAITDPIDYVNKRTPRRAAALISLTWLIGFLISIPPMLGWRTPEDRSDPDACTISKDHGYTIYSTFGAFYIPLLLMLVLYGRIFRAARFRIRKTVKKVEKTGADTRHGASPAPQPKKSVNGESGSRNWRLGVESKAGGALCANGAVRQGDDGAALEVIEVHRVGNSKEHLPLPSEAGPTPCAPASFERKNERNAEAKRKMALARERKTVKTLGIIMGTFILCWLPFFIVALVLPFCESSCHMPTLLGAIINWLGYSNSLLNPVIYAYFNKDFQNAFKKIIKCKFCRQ
5HT1a antag – human 5-HT1a receptor antagonists, primary screen, cell-based, CHO, Ga15 NFAT-bla reporter; CHO 5-HT1a Ga15 NFAT-bla reporter, antagonist mode; inhibition, % at 10 µM; 5-hydroxytryptamine receptor 1A (Homo sapiens), P08908; 62,000 tested, 0.68% active;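 active = inhibition above the mean of all tested compounds plus 3 SD, cut at about 43% in these data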;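 note: receptor stimulated by 5-CT agonist at 100 nM near EC80; beta-lactamase reporter measured by ratiometric fluorescence of a cleavable substrate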
MMP-13 inhibitor – human MMP13 inhibitors, primary screen, biochemical, FRET peptide cleavage | 65,000 tested, 0.07% active | MMP-13 fTHP FRET cleavage, Mca fluorescence | inhibition, % at 4 µM | Collagenase 3 (Homo sapiens), P45452;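 active = inhibition above the mean of compound-free control plate wells plus 3 SD, cut at about 14% in these data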;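 note: 0% = DMSO wells and 100% = wells with reference MMP-13 inhibitor after basal subtraction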
TNAP act mid DEA – human TNAP enzyme activators, primary screen, biochemical, luminescent, intermediate phosphate acceptor level; 64,000 tested, under 10 active; AID 813, 2007; purified TNAP, CDP-star luminescence, 100 mM DEA, 30 min; active compounds read high; scale: 0 levamisole-inhibited, 1 vehicle-only enzyme; activation factor at 20 µM; Alkaline phosphatase, tissue-nonspecific isozyme (Homo sapiens), P05186;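 active = activation factor of at least 2 at 20 µM, relative to controls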
Target sequence (P05186 whole entry, looked up): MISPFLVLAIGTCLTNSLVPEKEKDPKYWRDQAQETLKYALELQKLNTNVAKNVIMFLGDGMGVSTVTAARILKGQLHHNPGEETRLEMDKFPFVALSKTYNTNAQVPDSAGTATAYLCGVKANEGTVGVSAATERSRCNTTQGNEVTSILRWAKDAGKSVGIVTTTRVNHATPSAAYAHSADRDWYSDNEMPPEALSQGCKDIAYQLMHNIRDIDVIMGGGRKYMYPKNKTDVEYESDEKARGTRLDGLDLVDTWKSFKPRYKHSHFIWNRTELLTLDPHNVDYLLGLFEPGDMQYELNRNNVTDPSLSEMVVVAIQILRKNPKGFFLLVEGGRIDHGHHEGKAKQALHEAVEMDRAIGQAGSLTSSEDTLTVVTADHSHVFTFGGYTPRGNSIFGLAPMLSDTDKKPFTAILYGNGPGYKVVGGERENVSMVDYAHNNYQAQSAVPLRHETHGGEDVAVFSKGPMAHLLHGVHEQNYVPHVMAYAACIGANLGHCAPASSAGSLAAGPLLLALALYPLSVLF
SF1 activator – activators of human SF-1, primary screen, cell-based, CHO-K1, Gal4-SF-1 LBD, luciferase luminescence | Steroidogenic factor 1 (Homo sapiens), Q13285 | CHO-K1 Gal4-SF-1 LBD luciferase reporter; % increase over DMSO SF-1-specific signal | activation, % at 10 µM | 65,000 tested, 1.9% active | AID 522, 2006;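 active = activation above the mean activation of all tested compounds plus 3 SD, cut at about 50% in these data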
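System: CHO-K1 cells with Gal4–hSF-1 LBD chimera plus Gal4-driven luciferase; quantity: 4,000 CHO-K1 cells per well; compound: one dose, 10 µM compound, 1% DMSO; times: 20 h compound treatment, 37 °C; measured by: SteadyLite luciferase luminescence; read-out: percent activation versus DMSO; benchmarks: DMSO and mock-transfected background; replicates: one test per compound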
NADH enzymes – inhibitors of PK/LDH coupling enzymes, profiling panel, artefact control, biochemical, MLSMR library; coupled PK/LDH NADH assays, four targets; IC50, µM (series often up to 10 µM), without a hit: top-dose inhibition; 65,000 tested, 0.02% active;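 active = single-dose screening hits from any of four coupled enzyme assays that gave an IC50 when retested across doses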;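 note: the DPM-DC format reads NADH fluorescence rather than 340 nm absorbance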
An asterisk follows results filed as active; i = inactive; x = not tested or not shown; [ ] = another dose, or the depositor's remark.

Second line of a record – Abs 340nm, TNAP act mid DEA, 5HT1a antag, NADH enzymes, MMP-13 inhibitor, 5HT1a ag, SF1 activator, RORA act, Autofluor 339
1: CCCc1nnc(NC(=O)CSc2ncn[nH]2)s1
 : 1, 0.9, -8, 7%, 2, -0.2, -3, -3, 1.1
2: Cn1cccc1Cc1nnc(SCC(=O)Nc2ccc(F)cc2)n1-c1ccc(F)cc1
 : 0.99, 0.8, 11, 4%, 3, -0.7, -6, 4, 1
3: CNc1oc(-c2ccc(OCc3ccccc3)cc2)nc1C#N
 : 1.1, 0.9, -24, 9%, -153[fluorescence artefact?], -1.2, 58*, 27, 1.4
4: Cn1c2ccc(Cl)cc2c2nc3ccccc3nc21
 : 1.1, 0.9, 10, 7%, -3, 2.3, 37, 22, 1.4
5: Cc1cc(C)n(C(=O)C23CC4CC(CC(C4)C2)C3)n1
 : 0.98, 0.8, -12, 1%, 2, -1.3, -1, -30, 1.1
6: CCc1nc(-c2ccc(-c3ccc(OC)cc3)nc2OC)no1
 : 1.1, 0.9, 16, 5%[fluoresces], -125[fluorescence artefact?], -2.6, 10, 7, 2.1*
7: Cc1ccc2c(c1)C1CN(C)CCC1N2C(=O)Nc1ccc(Cl)cc1 (configuration not stated)
 : 1.1, 1, 11, 3%, 0, -0.5, 8, 29, 1
8: Cc1csc(=Nc2c(C)n(C)n(-c3ccccc3)c2=O)n1Cc1ccccc1
 : 0.99, 1, 3, 6%, -5, 3.1, 1, 11, 1
9: Cc1cccc(-c2nc(CS(=O)CC(=O)NCCCSC3CCCCC3)c(C)o2)c1 (configuration not stated)
 : 1, 0.9, 1, 5%, 3, -0.6, -4, -15, 1.2
10: O=C(CN(C1CCCCC1)S(=O)(=O)c1ccc(F)cc1)NCCCO
 : 1, 0.9, -4, 8%, 2, -2.5, -7, -16, 1
11: Cc1ccc2c(c1)cc(CN(CCc1ccccc1)C(=O)N1CCOCC1)c1nnnn12
 : 1, 0.9, -4, 6%, -7, 0.7, 8, 13, 1.1
12: COCc1nnc(NC(=O)CSc2ccc(C)cc2)s1
 : 1, 1, -12, 4%, -3, -3.7, 19, -11, 1.1
13: Cn1c(=O)c2c(-c3ccccc3)n(CCCN3CCOCC3)cc2n(C)c1=O
 : 1, 1, -1, 2%, 0, -0.5, -2, 1, 1.1
14: N/C(CSc1nc(-c2ccccc2)c(-c2ccccc2)o1)=N\O
 : 1, 1, 1, 1%, 1, 0.8, -27, 14, 1.2
15: Cc1ccc(C(=O)N2CCN(C(=O)CN3CCOCC3)C2)cc1
 : 1.1, 0.9, -4, 3%, 2, 0.7, -1, -15, 1.1
16: O=C(COc1cc(Cl)ccc1Cl)Nc1nnc(CC(=O)N2CCOCC2)s1
 : 1, 0.9, -7, 4%, 3, 2.4, -3, -10, 1.1
17: Cc1c(NC(=O)c2c(F)c(F)c(F)c(F)c2F)c(=O)n(-c2ccccc2)n1C
 : 1, 0.9, -8, 6%, 6, -1.3, 2, -12, 1.1
18: COc1ccc(-n2c(=O)cc(N3CCN(c4ccccc4F)CC3)[nH]c2=O)cc1
 : 0.97, 0.9, -3, 7%, -3, -0.8, 10, -6, 1
19: CC(C)OC(=O)c1cccnc1SCc1cc(=O)n2ccccc2n1
 : 1.1, 0.9, 7, 16%, -12, 3.3, 3, 3, 1.7
20: CCc1cc(-c2[nH]ncc2-c2ccc3c(c2)OCO3)c(O)cc1O
 : 0.99, 1.2, 33, 2%, -5, -4.0, -10, -10, 1.1
21: O=C(CCNC(=O)Cn1ccc2ccccc2c1=O)NCCN1CCN(c2ccccc2F)CC1
 : 1, 0.9, 1, 4%, -4, -2.4, 0, 6, 1.1
22: Cc1ccc2cc(C(c3nnnn3Cc3ccccc3)N3CCN(c4ccccc4)CC3)c(=O)[nH]c2c1 (configuration not stated)
 : 1.1, 1, -8, 3%, -2, -0.4, 5, 0, 1.2
23: Cn1c(Cn2nnc3ccccc32)nnc1SCC(=O)N1c2ccccc2CCc2ccccc21
 : 1, 1, 4, 4%, 1, -0.4, 4, -9, 1.1
24: CCS(=O)(=O)CCSc1nc2ccccc2s1
 : 1, 0.9, 6, 2%, 2, 2.9, 8, 13, 1.1
25: CCOc1ccc(C2C(C#N)=C(N)Oc3cc(C)n(CCN4CCOCC4)c(=O)c32)cc1OCC (configuration not stated)
 : 1, 0.9, x, 6%, 0, 1.4, 2, 0, 1.1
26: C=CCN1C(=O)CN=C1Nc1cc(C)cc(C)c1
 : 1, 1, 8, 8%, 0, -1.1, 3, -13, 1.2
27: Clc1ccc(Sc2oc(/C=N/n3cnnc3)cc2Br)cc1
 : 1.1, 0.9, -10, 11%, -2, 1.1, -5, -8, 1.1
28: CN(C)CCNC(=O)c1ccc(CS(=O)(=O)c2c(Cl)cccc2Cl)o1
 : 1, 0.9, -20, 4%, 0, -1.4, 8, -10, 1.1
29: CC(C)C(=O)NCCn1ccc2ccccc21
 : 1, 0.9, -2, 3%, 3, -2.5, -11, 9, 1.1
30: CC1(C)CC(C)(O)P(=O)(c2ccccc2)O1 (configuration not stated)
 : 0.97, 0.9, 13, 14%, 4, -1.1, 10, 1, 1.1
31: CCOC(=O)N1CCN(S(=O)(=O)c2ccc(C)c(C)c2C)CC1
 : 1, 1, 2, 0%, -1, -2.8, 0, -2, 1.1
32: CSC(=O)NC12CC3CC(CC(C)(C3)C1)C2
 : 1.1, 1, 10, 0%, 2, 1.3, 8, -29, 1.1
33: CSc1ccccc1C(=O)N1CCOCC1
 : 1, 0.8, -18, 3%, 6, -1.1, -2, -2, 1.1
34: Cn1c(=O)cc(SCC(=O)NCC2COc3ccccc3O2)c2ccccc21 (configuration not stated)
 : 1.1, 0.9, 5, 2%, 4, -0.6, -11, -4, 1.2
35: Cc1cnnc2c1-c1nonc1CC2
 : 0.99, 1, 16, 5%, -1, -4.8, -9, 4, 1
36: O=C(N1CCN(c2ccccc2)CC1)C(F)(F)C(F)F
 : 1, 0.9, x, 5%, x, x, x, x, 1.1
37: O=C(Oc1ccc2[nH]cc(CCN3C(=O)c4ccccc4C3=O)c2c1)c1ccco1
 : 1, 0.9, -12, 8%, 4, -1.2, 28, 6, 1.1
38: O=C(CSc1nnc(-c2cccs2)n1-c1ccccc1)Nc1ccccc1
 : 0.94, 0.9, -1, 5%, -1, 2.7, 2, -7, 1.1
39: Cn1c(NC(=O)c2cccc(Cn3cc(Cl)cn3)c2)nc2ccccc21
 : 1, 0.9, 16, 2%, -1, 0.8, 31, 2, 1.3
40: C=CCSc1nc2c(c(=O)n(C)c(=O)n2C)n1CC
 : 1, 0.9, -1, 3%, 1, -1.1, -17, 0, 1.2

Reformatted field by field: entries from further up.
24) CCS(=O)(=O)CCSc1nc2ccccc2s1
  Abs 340nm: 1	TNAP act mid DEA: 0.9	5HT1a antag: 6	NADH enzymes: 2%	MMP-13 inhibitor: 2	5HT1a ag: 2.9	SF1 activator: 8	RORA act: 13	Autofluor 339: 1.1
26) C=CCN1C(=O)CN=C1Nc1cc(C)cc(C)c1
  Abs 340nm: 1	TNAP act mid DEA: 1	5HT1a antag: 8	NADH enzymes: 8%	MMP-13 inhibitor: 0	5HT1a ag: -1.1	SF1 activator: 3	RORA act: -13	Autofluor 339: 1.2

Later entries.
Second line of a record – Abs 340nm, TNAP act mid DEA, 5HT1a antag, NADH enzymes, MMP-13 inhibitor, 5HT1a ag, SF1 activator, RORA act, Autofluor 339
41: Cc1ccc(NC(=O)CSc2nccc(=O)[nH]2)c(S(=O)(=O)N2CCOCC2)c1
 : 1, 0.9, -8, 4%, -4, -1.3, -8, -2, 1.1
42: Cc1ccc(C)c2[nH]c(=O)c(CCNC(=O)C(C)C)cc12
 : 1, 0.9, -3, 6%, 0, -2.4, 5, -7, 1.1
43: CCn1c(SCC(=O)NCc2ccc3c(c2)OCO3)nnc1-c1cccs1
 : 1, 0.9, 3, 5%, 7, -1.1, -9, -4, 1.1
44: COc1ccccc1CNC(=O)C(C)NS(=O)(=O)c1ccccc1 (configuration not stated)
 : 1, 0.8, -16, 4%, 1, -1.4, 0, -2, 1
45: O=c1cc(COn2nnc3ccc(C(F)(F)F)cc32)nc2sccn12
 : 1, 0.9, -11, 2%, -6, -0.3, 4, 2, 1.1
46: Cc1cc(=O)oc2cc(OCC(=O)NCCCN3CCOCC3)ccc12
 : 1.1, 1, -2, 8%, -17, -0.8, 5, -14, 1.8
47: O=c1oc2c(CN3CCOCC3)c(O)c(Cl)cc2c2c1CCCC2
 : 1.1, 1, -20, 11%[fluoresces], i[fluorescence artefact?], 3.6, -13, -9, 3.8*
48: CCOc1ccc(S(=O)(=O)N2CCN(c3ccccc3)CC2)c2cccnc12
 : 1, 1, 2, 0%, 3, -2.1, -2, 12, 1.1
49: c1ccc2c(c1)CCCN2c1nc2ccccc2n2cnnc12
 : 1.1, 0.9, 18, 8%, 4, 1.9, 54*, 37, 1.1
50: Cn1c(CN2CCOCC2)nnc1SCC(=O)Nc1ccc2c(c1)OCCO2
 : 1, 0.9, -2, 5%, 2, -3.8, -9, -16, 1.1
51: O=C(CSc1ccc2nnc(-c3cccc(F)c3)n2n1)NCc1ccco1
 : 1, 0.9, -3, 8%, -4, -1.8, 13, -6, 1.1
52: O=C(CCn1cccc1)N1CCc2ccccc21
 : 0.99, 1, -11, 1%, 3, -1.5, 15, 13, 1.1
53: CCCOc1ccc(OC(=O)c2ccc(Br)o2)cc1
 : 1.1, 0.9, 8, 2%, 4, -4.3, -6, 9, 1.1
54: Cn1c(SCc2ccc(Br)cc2)nnc1-c1ccncc1
 : 1, 1, -5, 7%, 5, -1.1, 5, -11, 1.1
55: COCC(C)NC(=O)c1noc2c1CCc1cc(OC)ccc1-2 (configuration not stated)
 : 1, 0.9, 0, 6%, 2, -3.5, 68*, 6, 1.2
56: Nc1nc(CSc2ccccn2)nc(Nc2ccccc2)n1
 : 1, 0.9, -8, 2%, 0, 0.6, 58*, 24, 1.1
57: Brc1ccc(-c2nnc3sc(CN4CCN(c5ccccc5)CC4)cn23)cc1
 : 1, 1, -6, 4%, 0, -0.3, 4, -1, 1.1
58: CC1CCc2c(sc3ncnc(SCC(=O)N4CCN(C(=O)c5ccco5)CC4)c23)C1 (configuration not stated)
 : 1, 0.9, -8, 4%, 5, -1.8, -6, 1, 1.1

Screening results: PubChem, several laboratories
